# Screening results (PubChem)
# PNC assembly inh = High Content Assay for Compounds that inhibit the Assembly of the Perinucleolar Compartment. AID 2417, 2010. activity change (PNC), negative = inhibition, % at 10 µM. actives 3.1% (n = 140,000). PC3M PTB-GFP, PNC prevalence imaging, 16 h; active compounds read low;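 active = readout at or below -70, meaning at least 70% loss of cells showing the perinucleolar compartment, a nuclear body marking cancer cells; inconclusive = readout between -30 and a set limit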;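 note: plate controls were DMSO wells for no effect and camptothecin positive control wells for full effect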
#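 Read-out is percentage of cells bearing a perinucleolar compartment, from automated 20x imaging of fixed, Hoechst-stained PC3M PTB-GFP cells. Cells were seeded 4 h, then exposed 16 h to compound (23 nl of library stock) in duplicate plates.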
# IMPase inh = qHTS Assay for Identifying the Cell-Membrane Permeable IMPase Inhibitors; 120,000 tested, under 10 active; Inositol monophosphatase 1 (Rattus norvegicus), P97697; AID 901, 2007; inhibition (IP1 accumulation), % at 46.1 µM; CHO-M1 cells, IP1 accumulation, HTRF TR-FRET ratio; active = well fitted curve in the direction sought with a large enough effect in the signal ratio, not every such curve was filed as active; inconclusive = small, poorly fitted or top-dose-only effect, or a change in a side signal; inactive = no such curve, though single readings can be large or run the other way; the % refers to the signal ratio;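 note: cells stimulated with carbachol in lithium chloride buffer; plate controls were DMSO basal wells for no effect and reference inhibitor wells for full effect; higher means more IMPase inhibition seen as more IP1 and lower FRET ratio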
# Target sequence (P97697 whole entry, looked up): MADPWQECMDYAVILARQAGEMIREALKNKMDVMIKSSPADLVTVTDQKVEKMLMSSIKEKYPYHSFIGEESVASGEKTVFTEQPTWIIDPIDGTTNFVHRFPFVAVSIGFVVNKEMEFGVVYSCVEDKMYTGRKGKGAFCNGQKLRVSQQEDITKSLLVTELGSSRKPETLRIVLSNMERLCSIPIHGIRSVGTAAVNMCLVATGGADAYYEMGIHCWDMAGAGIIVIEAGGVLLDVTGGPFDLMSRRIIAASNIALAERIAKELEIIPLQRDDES
#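 In this qHTS, compounds (final up to 46 uM) act on CHO-M1 cells that are then activated through the M1 receptor with carbachol, in pH 7.4 buffer containing 50 mM LiCl, for 30 min. IP1 accumulation is quantified by the IP-One immunoassay.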
# 15-hLO-2 inh = qHTS Assay for Inhibitors of 15-hLO-2 (15-human lipoxygenase 2). actives 0.56% (n = 110,000). AID 881, 2007. purified 15hLO-2, xylenol orange hydroperoxide absorbance. Potency, µM (titrated, usually from 57.1 µM), for the others: at the top dose activity change, negative = inhibition, most hits filed as inhibitors; note: potency is the fitted concentration of half-maximal effect; nearly all actives have a fitted effect of over 60% in size; many of its hits are not listed in these tables
# Target sequence (O15296 whole entry, looked up): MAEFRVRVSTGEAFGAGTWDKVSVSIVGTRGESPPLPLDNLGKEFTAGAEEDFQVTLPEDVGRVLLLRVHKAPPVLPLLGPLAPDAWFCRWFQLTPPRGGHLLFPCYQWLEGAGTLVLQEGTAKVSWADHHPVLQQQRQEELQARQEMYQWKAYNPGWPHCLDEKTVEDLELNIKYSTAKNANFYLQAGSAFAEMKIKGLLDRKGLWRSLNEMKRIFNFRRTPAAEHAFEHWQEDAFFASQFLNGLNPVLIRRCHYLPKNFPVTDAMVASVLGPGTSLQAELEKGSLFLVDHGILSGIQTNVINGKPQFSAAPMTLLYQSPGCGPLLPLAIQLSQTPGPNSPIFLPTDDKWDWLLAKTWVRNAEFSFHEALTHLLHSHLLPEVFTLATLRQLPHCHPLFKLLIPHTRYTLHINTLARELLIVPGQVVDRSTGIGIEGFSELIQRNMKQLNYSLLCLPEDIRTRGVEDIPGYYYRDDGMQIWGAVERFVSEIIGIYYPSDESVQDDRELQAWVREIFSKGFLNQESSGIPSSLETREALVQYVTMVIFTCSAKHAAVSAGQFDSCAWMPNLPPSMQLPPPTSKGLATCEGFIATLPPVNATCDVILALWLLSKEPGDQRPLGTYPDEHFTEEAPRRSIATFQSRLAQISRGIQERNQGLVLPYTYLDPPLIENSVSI
#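 Purified human 15hLO-2 (50 nM final) preincubated with compounds 15 min at room temperature in 25 mM Hepes pH 7.5, 0.01% Triton X-100, then 45 uM arachidonic acid added for 90 min; hydroperoxide detected via ferrous/xylenol orange, 573/405 nm absorbance ratio.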
# 12-hLO inh = qHTS Assay for Inhibitors of 12-hLO (12-human lipoxygenase) | Polyunsaturated fatty acid lipoxygenase ALOX12 (Homo sapiens), P18054 | purified 12-hLO, xylenol orange hydroperoxide absorbance | actives 0.12% (n = 150,000) | Potency, µM (titrated, usually from 57.1 µM), for the others: at the top dose activity change, negative = inhibition, most hits filed as inhibitors; note: potency is the fitted concentration of half-maximal effect; nearly all actives have a fitted effect of over 55% in size; many of its hits are not listed in these tables
#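 Hydroperoxide formation by human 12-lipoxygenase from 40 uM arachidonic acid was followed colorimetrically via ferric-xylenol orange complex, using the 573/405 nm absorbance ratio. Enzyme concentration was 150 nM, with 30 min reaction at room temperature.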
# Numbers without * were called inactive; ? = inconclusive; . = not tested or not shown; & = joins results of further samples; [ ] = remark or other dose. Unless noted, calls come from the whole dose curve; as a rule, active = well fitted curve in the direction sought with a large enough effect; inconclusive = small, poorly fitted or top-dose-only effect, or another doubt; inactive = no such curve, though single readings can be large; an effect the other way counts as inactive or inconclusive. Unless noted, % is set by controls: 0 for no effect and ±100 for the full control effect. Compounds were not picked by outcome; any-hit rate near 3.1%.
molecule	PNC assembly inh	IMPase inh	15-hLO-2 inh	12-hLO inh
CCN(CC)S(=O)(=O)c1cccc(NC(=O)/C=C/c2ccc([N+](=O)[O-])cc2)c1	-26	-2	.	-4%
Cc1nn2c(COc3ccc(NC(=O)c4ccccc4Cl)cc3)nnc2c2ccccc12	14	.	.	-3%
Cc1cc(C)c(C#N)c(SCC2COc3ccccc3O2)n1 (stereo not drawn)	-24	?	0%	-15%
CC(=O)c1c(C)nc2nonc2c1N	-21	-3	-5%	-3%
CSc1cccc(NC(=O)CN(c2ccc(C)cc2C)S(C)(=O)=O)c1	28	0	2%	-14%
CCn1c(SCC(=O)N/N=C/C=C\c2ccccc2[N+](=O)[O-])nc2ccccc21	22	-8[1.84 µM]	2%[11.4 µM]	-1%
N#C/C(=C/c1ccc(CNS(=O)(=O)c2ccccc2)o1)C(N)=O	27	3	.	2%
Cc1cc(C)c(C)c(OCCCCn2cnc3ccccc3c2=O)c1	-27	12	29%	-16%
CCCn1c(Cc2ccccc2)n[nH]c1=S	20	7	0%	-3%
O=C(COC(=O)Cc1ccc(Cl)cc1)Nc1ccc(OC(F)F)cc1	-22	9	.	-4%
COc1cccc(-c2cc(C(=O)N3CCCCCC3)no2)c1	-108*	12	-2%	-10%
CCOc1ccc(S(=O)(=O)N2CCN(C(=O)c3cc4c(s3)CCCC4)CC2)cc1	-22	.	.	0%
CC(=O)c1c(C)nc(-c2ccccc2)nc1NC(=O)C(C)C	3	5	-3%	0%
CCn1c(-c2ccc(N(C)C)cc2)nc2ccccc21	-1	10	12%	7%
O=C(Nc1ccccc1)C1CCCCC1	?	6	.	8%
COc1ccc(S(=O)(=O)N2CCC(C(=O)NCCC3=CCCCC3)CC2)cc1C	-1	3	5%	-4%
CCOc1ccc(C2N(c3ccc(F)cc3)C(=O)C3CCCN32)cc1 (stereo not drawn)	25	3	-8%	4%
CCCCn1nnnc1NCc1cc(OC)c(OC)c(OC)c1	-5	-7	-6%	-1%
N#CCC(=O)NC(=O)NCC1CC1	?	.	?	-2%&-3%
Cc1ccccc1CSc1nc(-c2ccccc2)cc(=O)[nH]1	-18	-6	.	-3%
O=S(=O)(Nc1nc2ccccc2nc1Cl)c1ccccc1	?	?	.	-1%
Cc1onc(-c2ccccc2Cl)c1C(=O)N1C=CC(C(F)(F)Cl)=NCC1	63	4	.	0%
O=C(Nc1ccc(Cl)cc1)Nc1nnc(CSc2ccc(Cl)cc2)s1	-21	-3	.	3%
Brc1ccc(/C=N/c2nc3ccccc3n2CCN2CCOCC2)cc1	?	.	.	-1%
COc1ccc2c(c1)c1ncn(Cc3ccco3)c(=O)c1n2C	85	8	-4%	2%
O=C(C1CC1)N1CCc2cc(S(=O)(=O)NC3CCN(Cc4ccccc4)CC3)ccc21	22	3	26%	-1%
CC(O)CNCc1cccc2ccccc12 (stereo not drawn)	5	?	.	8%
Cc1cc(C(=O)CSCCCn2c(=O)[nH]c3ccccc32)c(C)n1C	-11	-4	?	0%
COc1cc(OC)cc(C(=O)NCC(=O)N2CCCCC2)c1	-14	5	5%	-1%
O=S(=O)(Nc1nc2ccccc2[nH]1)c1ccc2ccccc2c1	-27	?	30%	1%

# As a short view, part of the list above.
molecule	PNC assembly inh	IMPase inh	15-hLO-2 inh	12-hLO inh
O=S(=O)(Nc1nc2ccccc2nc1Cl)c1ccccc1	?	?	.	-1%
Cc1onc(-c2ccccc2Cl)c1C(=O)N1C=CC(C(F)(F)Cl)=NCC1	63	4	.	0%

# Additional structures
molecule	PNC assembly inh	IMPase inh	15-hLO-2 inh	12-hLO inh
Cc1cc(C)c(NC(=O)C2CC(=O)N(c3ccc4c(c3)OCCO4)C2)c(C)c1 (stereo not drawn)	9	10	-1%	-1%
O=C1C(Cl)=C(NC2CCc3ccccc32)C(=O)c2ncccc21 (stereo not drawn)	.	.	?	-4%
CCOC(=O)C[n+]1c(C)ccc2c1CCC2	?	13	.	5%
O=c1cc(-c2ccncc2)oc2ccccc12	17	5	2%	1%
Cc1ccc(/C=C/C(=O)OC(C)C(=O)Nc2ncc(Cl)cc2Cl)o1 (stereo not drawn)	33	.	.	-1%
CCc1ccc(NC(=O)C2C3/C=C\CCCCC32)cc1 (stereo not drawn)	-19	.	.	-1%
Cn1c(=O)cc(OCC(=O)NCCCN2CCN(c3cccc(Cl)c3)CC2)c2ccccc21	?	1	.	-1%
COc1cccc(NC(=O)C(Sc2nnc(Nc3ccccc3C)s2)c2ccccc2)c1 (stereo not drawn)	-26	.	.	-4%
CC(C)c1ccc(NC(=O)C(=O)c2cn(CC(=O)N3CCCCC3)c3ccccc23)cc1	?	3	.	-2%
COCc1nnc(NC(=O)CSCc2ccccc2)s1	76	12	-7%	6%
Cc1c(C(=O)NC2CCCCC2)sc2nc3ccc(N)cc3n12	.	.	-2%	-5%
CC1CCCCC1NC(=O)CSc1nc2ccccc2c(=O)n1Cc1ccco1 (stereo not drawn)	2	0	-10%	0%
COc1ccc(-n2c(SCC(=O)NCc3cccs3)nnc2-c2ccoc2C)cc1	?	-2	-13%	-2%
CCn1nc(CC(=O)Nc2nnc(CC(=O)N3CCCC3)s2)c2ccccc2c1=O	?	0	7%	-2%
CCC(=O)N1CC(C)C(=O)Nc2ccccc21 (stereo not drawn)	8	3	8%	-6%
CCCOC(=O)c1cccc(NC(=O)c2cccnc2)c1	?	7	3%	3%
N#C[C@H]1[C@H](c2ccccc2)[C@](C#N)(C(=O)c2ccccc2)[C@@H]2C=Cc3ccccc3N21	?	17	-15%	-20%
Cc1cs/c(=N\N=C\c2cccc([N+](=O)[O-])c2)n1Cc1ccco1	3	7	.	-2%
O=C(NCC(=O)N(CC1CCCO1)C(C(=O)NC1CCCCC1)c1ccc(F)cc1)c1ccco1 (stereo not drawn)	26	-6	3%	-3%
Cc1ccc(NC(=S)C2=C(O)c3ccccc3N(C)S2(=O)=O)cc1	-18	-1[1.84 µM]	7%[11.4 µM]	-1%
Cn1cc(C(=O)c2ccc(Cl)cc2Cl)cc1C(=O)O	39	-3	-2%	1%
O=C(C1CCCCC1)N1CCC(c2nc3c(nnn3Cc3c(F)cccc3Cl)c(=O)[nH]2)CC1	42	2	.	-5%
COc1ccc(-c2nc(CSCC(=O)N3CCc4ccccc43)c(C)o2)cc1OC	-8	13	.	5%
C/C(=N\NC(=O)c1ccc(C)cc1C)c1ccc2c(c1)Nc1ccccc1S2	-9	9	.	-14%
O=C(CCCC(=O)OCC(Cl)=C(Cl)Cl)Nc1ccc(F)cc1	1	-9	.	-2%
O=C(CN1CCOCC1)Nc1ccccc1	?	5	-5%	-1%
Cc1ccc(S(=O)(=O)Cc2csc(N)n2)cc1	-3	7	-4%	-5%
COc1ccccc1CNC(=O)CCCn1c(=O)c2ccccc2n(CC(=O)NC2CCCC2)c1=O	-7	4	0%	-3%
O=C(COC(=O)Cc1ccsc1)NCc1ccccc1	31	-2	.	-1%
S=c1[nH]ncn1/N=C/c1ccccn1	-1	3	0%	-7%
Cc1ccc(C2C(C#N)=C(N)Oc3n[nH]c(-c4ccccc4)c32)o1 (stereo not drawn)	?	9	-2%	-11%
CCCNC(=O)c1ccccc1NC(=O)CSCc1ccc(OC)cc1	-27	5	1%	-1%
CCOC(=O)c1[nH]c2c(c1C)C(=O)CC(c1ccc(F)cc1)C2 (stereo not drawn)	-95*	3	-5%	1%
Cc1cccc(C)c1NC(=S)NCCCN1CCCC1=O	?	.	.	0%
O=C(NCc1ccccc1)c1sc(=S)n2c1[nH]c(=O)c1ccccc12	60	-25	-18%	-3%
O=S(NCc1ccco1)C12CC3CC(CC(C3)C1)C2 (stereo not drawn)	-100*	-13	.	-7%
CCc1ccc(NS(=O)(=O)c2cc(OC)ccc2OC)cc1	30	5	-3%	-13%
COc1ccc(C(=O)NCCCCCC(=O)O)cc1OC	-10	?	1%	-2%
COc1cccc(-n2sc3c(c2=S)-c2cc(OC)ccc2NC3(C)C)c1	13	3	-27%	-20%
CC(C)(CNC(=O)c1cc2ccccc2o1)N1CCOCC1	-7	-13	7%	0%
Cc1c(C)n(C)c2ccc(C(=O)NCc3cccs3)cc12	-119*	14	.	0%
O=C1c2cccnc2C(=O)N1Cc1ccco1	10	1	4%	1%
CCOc1cccc2cc(-c3cn4cc(C)ccc4n3)c(=O)oc12	12	3	-3%	-4%
COC(=O)c1c(C)c2c(C)cc3ccccn3c-2c1C(=O)OC	-6	12	0%	-4%
Nc1ccn([C@@H]2CS[C@H](CO)O2)c(=O)n1	.	.	-5%[0.0915 µM]	1%[0.00818 µM]
Nc1cc(-c2ccc(Br)cc2)nn1S(=O)(=O)c1cccc2nsnc12	8	15	1%	-14%
Cc1ccccc1C(=O)NC(C)C(c1cccs1)N1CCOCC1 (stereo not drawn)	-14	-5	-1%	-15%
Cc1ccccc1-n1nnnc1SCCCC(=O)c1ccc(F)cc1	?	6	.	-5%
CC(C)c1ccc(NC(=O)C(c2ccc3c(c2)OCO3)N2CCC3(CC2)OCCO3)cc1 (stereo not drawn)	?	12	14%	-6%
CCCOc1ccc(CN(CCO)CCO)cc1[N+](=O)[O-]	-4	.	.	0%

# Further entries follow.
molecule	PNC assembly inh	IMPase inh	15-hLO-2 inh	12-hLO inh
CCOC(=O)c1ccc(NC(=O)CSc2nnc(Cc3cccs3)n2C)cc1	32	-10	-2%	-2%
Cc1ccc(Cn2c(=O)cc(C(=O)O)c3ccccc32)cc1	8	8	-17%	-16%
COCC(=O)N(CCc1ccc(OC)c(OC)c1)Cc1nc2ccccc2c(=O)[nH]1	13	-1	-1%	-5%
CCc1ccc(OCC(=O)NC(=S)Nc2cccc(CO)c2)c(Br)c1	30	11	-10%	-7%
CCN(CC)C(C(=O)Nc1ccc(C(C)C)cc1)c1ccc2c(c1)OCO2 (stereo not drawn)	-27	12	4%	1%
Nc1nnc2c(n1)CCCC2	28	-3[1.84 µM]	-9%[11.4 µM]	-5%
Cc1cccc(NC(=O)CSc2nc3ccc(N4C(=O)c5ccccc5C4=O)cc3s2)c1C	2	4	?	-1%
COCCN1Cc2cccc(C(=O)Nc3ccc4c(c3)OCCO4)c2C1=O	-4	12	1%	-6%
CCOC(=O)c1cn(-c2ccc(F)c(F)c2)c2c(F)c(F)c(F)c(F)c2c1=O	1	11	-1%	9%
CCn1c(C)c(C2=CCN(S(=O)(=O)c3ccccc3)CC2)c2ccccc21	-4	.	.	2%
CCOC(=O)c1sc(NC(=O)C2CC=CCC2C(=O)O)nc1C (stereo not drawn)	22	-16	2%	-4%
CSc1nc2ncc3c(n2n1)CC1c2ccccc2CCN1C3=O (stereo not drawn)	?	-2	1%	-2%
COc1ccc(Cl)cc1NC(=O)CNc1ccccc1F	-23	-2	.	-2%
Cc1nnc(SCC(=O)N/N=C/c2cn(-c3ccccc3)nc2-c2ccccc2)n1-c1ccccc1	36	1	42%[activator]	1%
Cc1nn(-c2ccccc2)c(Cl)c1/C=N/NC(=O)c1ccco1	30	2	-9%	0%
COc1ccc(CSC2=NCCN2)cc1Cl	-4	1	5%	2%
Cc1cccc(NC(=O)c2cnn(C)c2)c1C	-14	.	.	0%
C=CCNC(=S)N/N=C/c1ccc(OCc2ccccc2Cl)cc1	11	10	?	?
